PP5 inh = inhibitors of human protein phosphatase 5 (PP5). hit rate 0.18% among 320,000. purified PP5c, OMFP substrate fluorescence. P53041. inhibition, % at 6.7 µM. AID 1987;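 active = inhibition above the campaign's mean inhibition across all tested compounds plus 3 SD, cut at about 9.5% in these data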;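 also: 0% = DMSO only and 100% = 100 µM cantharidin control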
PP1 inh = blocks human PP1-alpha phosphatase, a PP5 counter-screen. P62136. purified PP1alpha, OMFP fluorescence. inhibition, % at 6.7 µM. hit rate 0.9% among 320,000. AID 2235;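 active = inhibition above the mean inhibition of all tested compounds plus 3 SD, computed separately for each screening campaign, cut at about 15% in these data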
Target sequence (P62136 whole entry, looked up): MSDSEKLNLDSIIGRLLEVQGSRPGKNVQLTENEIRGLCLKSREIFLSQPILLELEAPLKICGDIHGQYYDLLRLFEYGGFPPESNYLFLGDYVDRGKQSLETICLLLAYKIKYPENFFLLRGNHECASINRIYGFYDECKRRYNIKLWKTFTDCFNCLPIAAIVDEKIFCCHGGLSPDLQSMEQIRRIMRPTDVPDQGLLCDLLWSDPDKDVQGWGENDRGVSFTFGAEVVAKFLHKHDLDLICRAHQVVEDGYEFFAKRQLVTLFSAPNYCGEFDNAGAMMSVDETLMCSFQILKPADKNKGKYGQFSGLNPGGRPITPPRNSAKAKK
Fh CTSL1 inh = cathepsin L1 inhibition, PFM18AAP counter-screen; recombinant F. hepatica cathepsin L1, Z-Leu-Arg-MCA fluorescence; AID 1906; hit rate 0.49% among 300,000; inhibition, % at 5.96 µM;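 active = inhibition above the mean of all tested compounds plus 3 SD, set per screening campaign, cut at about 17% in these data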;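 also: 0% = plate median of test compound wells and 100% = 1 µM Z-Phe-Ala-diazomethylketone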
AHR activator = human AHR activation | P35869 | activation, % at 5 µM | AHR-responsive luciferase reporter cells, luminescence | AID 2796 | hit rate 2.5% among 320,000; in the data active = activation above about 47%;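 also: 0% = vehicle wells and 100% = reference agonist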
HCV core dimer = HCV core protein dimerization inhibition; TR-FRET GST/Flag-core106 dimerization, 1536-well; inhibition, % at 5 µM; hit rate 0.33% among 300,000; AID 1899;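 active = inhibition above the mean of all tested compounds plus 3 SD, set per screening campaign, cut at about 45% in these data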
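Assay system – GST-tagged and Flag-tagged HCV core protein residues 1-106 · Quantity – core106 proteins, GST 13.5 nM and Flag 17 nM · Benchmarks – unlabelled core106 and no-GST-core106 wells · Read-out basis – percent inhibition of core106 dimerization signal · Detection – time-resolved FRET, ex 340 nm, em 617 and 671 nm · Schedule – 4 h at 22.5 °C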
procasp3 activ = activators of human procaspase-3; recombinant procaspase-3 D3A, Ac-DEVD-pNA absorbance 405 nm; activation, % at 8.5 µM; AID 463141; P42574; hit rate 0.11% among 330,000;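 active = activation above the mean of all tested compounds plus 3 SD, cut at about 21% in these data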;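 also: 0% = DMSO alone and 100% = DMSO wells spiked with extra 5 µM PC-3 D3A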
Target sequence (P42574 whole entry D9A/D28A/D175A): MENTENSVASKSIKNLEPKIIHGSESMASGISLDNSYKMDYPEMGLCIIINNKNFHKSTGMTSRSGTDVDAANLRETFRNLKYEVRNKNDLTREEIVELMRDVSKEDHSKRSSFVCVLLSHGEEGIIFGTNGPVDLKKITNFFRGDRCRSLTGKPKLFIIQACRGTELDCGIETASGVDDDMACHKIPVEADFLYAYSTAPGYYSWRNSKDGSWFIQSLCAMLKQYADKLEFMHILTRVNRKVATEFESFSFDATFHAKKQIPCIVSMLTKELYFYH
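Test system: Procaspase-3 D3A mutant; medium: Zinc-free HEPES/NaCl buffer with 0.01% Triton X-100 at pH 7.4; reagent: DEVD-pNA substrate; doses: one concentration, 8.5 µM nominal, 0.8% DMSO; times: 1 h preincubation plus 2 h reaction at 25 °C; signal: Epi-absorbance at 405 nm of released p-nitroaniline, 0 and 120 min; replicates: singlicate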
TPT1 inhibitor = inhibitors of Candida albicans tRNA 2'-phosphotransferase TPT1. recombinant caTPT1, FP RNA substrate dephosphorylation. hit rate 0.81% among 300,000. inhibition, % at 5 µM. AID 1962;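 active = inhibition above the mean of all tested compounds plus 3 SD, set per screening campaign, cut at about 24% in these data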;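 also: plate controls were DMSO alone for no effect and ferristatin control at 100 nM for full effect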
PAFAH2 FP inh = inhibitors of human PAFAH2; inhibition, % at 3.39 µM; hit rate 0.99% among 340,000; recombinant PAFAH2, FP-rhodamine activity probe, fluorescence polarization; AID 492956; Q99487;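 active = inhibition above the mean over all tested compounds plus 3 SD, cut at about 30% in these data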;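 also: inhibitors block probe labeling of enzyme so polarization drops; 0% = enzyme with DMSO and 100% = wells lacking PAFAH2 protein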
proCasp7 act = counter-screen: procaspase-7 (human) activation. P55210. hit rate 0.093% among 330,000. activation, % at 8.5 µM. AID 463210. recombinant procaspase-7, Ac-DEVD-pNA absorbance 405 nm; D23A/D198A/D206A triple mutant, cannot self-cleave; scale: DMSO 0, 5 µM enzyme 100;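 active = percent activation above the screen-wide mean plus 3 SD, cut at about 25% in these data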
Target sequence (P55210 whole entry D23A/D198A/D206A): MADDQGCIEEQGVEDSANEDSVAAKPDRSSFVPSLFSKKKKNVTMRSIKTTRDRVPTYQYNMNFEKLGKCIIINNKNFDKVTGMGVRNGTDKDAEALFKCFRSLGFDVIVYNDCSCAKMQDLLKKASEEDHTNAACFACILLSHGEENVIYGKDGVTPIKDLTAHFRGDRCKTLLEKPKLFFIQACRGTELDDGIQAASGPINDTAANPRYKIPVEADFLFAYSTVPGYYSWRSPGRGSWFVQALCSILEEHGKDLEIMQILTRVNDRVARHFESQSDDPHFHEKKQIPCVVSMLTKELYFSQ
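Assay system: Uncleavable procaspase-7 mutant enzyme; Input: 2 µM procaspase-7 mutant as dispensed; Also added: DEVD-pNA substrate; Medium: Zinc-free HEPES pH 7.4 with 300 mM NaCl, 0.01% Triton X-100; Timing: 1 h compound preincubation, 2 h substrate cleavage, 25 °C; Measured by: Epi-absorbance of released pNA at 405 nm, two timepoints.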
* hit, by the source's call; · = not tested or not shown.

SMILES	PP5 inh	PP1 inh	Fh CTSL1 inh	AHR activator	HCV core dimer	procasp3 activ	TPT1 inhibitor	PAFAH2 FP inh	proCasp7 act
O=C1/C(=C\c2ccc(-c3ccccc3[N+](=O)[O-])o2)C(c2ccccc2)=NN1c1ccccc1	2.4	3.1	-3.7	5.7	16.6	3.6	3.0	12.8	5.0
Cc1cc2oc(=O)cc(CN3CCC(C)CC3)c2cc1Cl	0.7	1.4	1.6	1.7	-0.9	14.7	0.1	1.7	8.9
CCOc1ccc(CNC(=S)N/N=C/c2cccnc2)cc1	0.8	-4.3	3.4	15.5	10.1	6.8	1.6	2.4	11.1
CC(=O)Oc1ccc(C(=O)Nc2nnc(C)s2)cc1	-1.2	-3.4	-14.6	6.0	-0.9	3.6	2.6	-4.8	-0.4
CN(Cc1ccccc1)C(=O)COc1ccc(-c2nnco2)cc1	-0.2	0.8	1.0	5.2	-2.6	4.8	5.4	8.7	4.2
C/C(=N\NC(=O)CNC(=O)C(c1ccccc1)c1ccccc1)c1ccc(C)cc1	0.2	-5.6	-2.4	-1.0	6.2	4.6	-2.7	·	0.9
COc1ccc(C(=O)Nc2nc(-c3ccc(OC)cc3)c(-c3ccc([N+](=O)[O-])cc3)s2)cc1	0.9	4.4	-1.2	-1.7	-5.7	0.2	7.3	-16.2	1.7
NS(=O)(=O)c1cccc(NC(=O)COC(=O)CN2C(=O)c3ccccc3C2=O)c1	0.6	-2.4	·	0.5	·	9.9	·	2.2	-2.3
Cc1cccc(NC(=O)CCNC(=O)c2ccccc2Cl)n1	1.1	-0.7	0.4	4.3	-5.1	0.2	0.4	3.1	0.0
COc1ccc(CNC(=O)Nc2ccc(C)c(C)c2)cc1	2.5	0.7	0.3	-2.9	1.0	5.0	-0.4	7.2	8.1
Cc1cc2oc3c(c(=O)c2cc1C)C(c1cccc(Br)c1)N(Cc1ccco1)C3=O (configuration not stated)	0.4	-0.6	2.6	-0.2	21.9	1.9	-5.0	5.2	2.9
Cc1cccc(NCC(O)Cn2cnc3c2c(=O)n(C)c(=O)n3C)c1 (configuration not stated)	-3.2	-1.9	4.7	8.5	5.2	12.3	1.1	-0.8	-3.6
CCOc1ccc(NS(=O)(=O)c2ccc(NC(=S)NC(C)=O)cc2)cc1	-1.0	-1.6	2.5	-0.9	6.9	-7.5	-3.3	-6.0	12.7
O=C(Nc1ccc(Br)cc1)c1cccnc1N1CCOCC1	0.6	-4.0	-1.6	1.8	-4.3	0.4	-6.7	0.4	0.9
CC1CCC/C(=C\Nc2ccccc2C(=O)O)C1=O (configuration not stated)	7.9	-1.1	-3.3	-1.6	1.9	3.1	0.2	2.3	-19.3
O=C(CCC1CCCCC1)NCc1cccnc1	-0.1	-4.8	-6.3	5.1	8.6	-5.7	-0.7	11.4	-0.7
CC(C)C(NS(=O)(=O)c1ccc2c(c1)oc(=O)n2C)C(=O)N1CCN(c2ccccc2F)CC1 (configuration not stated)	1.5	-2.4	6.9	-1.1	8.2	7.6	-1.6	-0.1	-10.1
CC1=C(/C=C/C(C)=C/C=C/C(C)=C/C(=O)O)C(C)(C)CCC1	-0.6	-2.9	8.3	-8.0	9.3	0.8	1.1	-1.5	2.2
CCOC(=O)/C(C(C)=O)=C1\OC(=O)c2ccccc21	-1.4	2.3	1.9	-0.4	-3.2	-8.4	-2.6	3.2	0.3
c1ccc(CSc2nnc(-c3ccco3)c(-c3ccco3)n2)cc1	-2.2	8.9	4.0	3.1	63.8*	-9.6	-0.4	57.0*	-8.2
COc1ccc(/C=N/NC(=O)CC(=O)N/N=C/c2ccc(OC)cc2)cc1	1.8	-1.3	1.5	1.9	-0.8	3.1	0.8	0.3	-1.9
CCCC(C(=O)NC(C)(C)C)N(CC1CCCO1)C(=O)CNS(=O)(=O)c1ccc(F)cc1 (configuration not stated)	2.4	5.9	-0.6	-0.3	1.6	3.0	-0.5	14.6	0.6
O=C(N/N=C/c1c(F)c(F)c(F)c(F)c1F)c1ccc(Cn2cc(Br)cn2)o1	3.2	-1.1	5.2	5.5	11.9	4.1	-4.8	5.3	3.6
COCCNC(=O)NC(=O)COC(=O)c1ccc2[nH]c3c(c2c1)CCCC3	2.9	-0.1	0.1	0.9	0.3	1.5	-5.3	7.2	-0.9
O=C(O)c1ccc(COCC(F)(F)C(F)F)o1	0.4	-1.5	-2.8	2.5	0.1	-0.9	-1.2	9.1	5.2
O=C(NCCc1ccccc1)C1CCC(CNS(=O)(=O)c2cccs2)CC1 (configuration not stated)	-0.3	0.3	-6.4	2.8	-0.6	0.7	3.8	-0.8	0.8
COc1ccc(CCC(C)NCc2ccccc2OC)cc1 (configuration not stated)	0.0	2.5	-2.0	0.2	3.0	-0.8	-3.0	-6.0	-5.5
CCOC(=O)/C(C#N)=C/c1cc2ccccc2nc1N1CCCCC1	-1.6	3.1	1.8	1.3	-6.0	5.0	9.1	-3.7	-5.9
Clc1cccc(Cl)c1CSc1nnc(/C=C/c2ccccc2)o1	1.8	-2.8	-1.0	5.1	9.8	-2.7	-2.4	3.4	9.1
CCCc1cc(=O)oc2cc(C)cc(OCC(=O)NC3CCN(Cc4ccccc4)CC3)c12	0.7	-11.2	-2.6	1.2	5.7	-0.5	-1.2	-4.5	7.1
CCc1sc(C(=O)Nc2ccc3c(c2)OCO3)cc1C	·	·	·	9.9	·	0.6	·	16.9	0.4
Cc1nn(CCCC(=O)N2CCc3ccccc3C2)c(=O)c2cc3sccc3n12	1.1	-1.7	1.9	0.1	6.7	5.9	-1.9	1.4	1.1
Cc1nccn1-c1ncnc2sc3c(c12)CCCC3	-1.5	-4.0	2.5	1.2	4.4	1.6	-1.4	0.6	1.5
O=C(CNS(=O)(=O)c1cccc(F)c1)OCC(=O)N1CCCC1=O	5.7	1.7	·	0.3	·	-1.1	·	1.8	-7.4
Cc1ccc(S(=O)(=O)Cn2nnnc2CN(Cc2ccco2)Cc2cccs2)cc1	3.7	2.0	1.9	-2.7	12.5	3.0	3.7	-2.8	-2.0
COc1cc2c(cc1NC(=O)c1cccc([N+](=O)[O-])c1C)oc1ccccc12	5.0	-8.8	0.9	1.1	-1.2	3.9	0.9	2.3	4.1
O=C(NCCOC(=O)c1ccccc1)c1ccccc1	1.9	-5.2	·	-0.7	·	6.1	·	10.7	-12.5
CCCCn1c(N)c(N(CCC(C)C)C(=O)C2CSC3(C)CCC(=O)N23)c(=O)[nH]c1=O (configuration not stated)	-3.3	-3.5	1.2	2.1	-0.6	7.2	1.4	4.1	3.0
COC(=O)C1=NNC(C(=O)c2ccco2)C1c1ccccc1 (configuration not stated)	-1.0	-7.2	-3.4	-3.1	-1.7	7.4	0.1	-1.6	-2.7
O=[N+]([O-])c1ccc(N2CCNCC2)cc1Sc1nc2ccccc2[nH]1	-1.1	-0.8	0.1	22.7	2.2	4.5	1.3	0.9	0.2
CN(C)C=Nc1nonc1-c1ncn[nH]1	2.3	2.9	-1.7	1.2	5.6	0.2	-1.5	2.3	5.0
COc1cc(O)c(C(CC(=O)N2CCCCC2)c2ccc3c(c2)OCO3)c(OC)c1 (configuration not stated)	2.5	2.1	0.2	1.8	6.7	7.7	-0.9	2.7	2.9
CCCOC(=O)CSc1nc(N)c(C#N)c(CC)c1C#N	4.9	1.6	-2.1	2.3	-1.6	-3.9	2.3	-6.1	2.2
CC(C)(C)c1cc(=O)n2c(nc3ccccc32)[nH]1	0.5	0.1	-0.7	12.3	3.4	-14.4	-3.9	1.8	-6.3
O=C(NCc1ccncc1)c1cccc(S(=O)(=O)NCc2ccccc2)c1	4.0	-4.3	1.9	2.8	-4.3	4.9	0.7	-0.2	-0.2
C/C(CC(=O)NCCCN1CCOCC1)=N\NC(=O)COc1ccc(Cl)cc1	0.0	0.1	2.0	5.0	-1.9	0.9	-3.9	1.4	-0.5
NC(=O)CCC(NC(=O)c1ccc(Cl)cc1)C(=O)O (configuration not stated)	0.0	5.3	-1.3	2.0	-1.9	2.6	1.1	-5.5	4.4
COc1ccc(S(=O)(=O)N2CC(O)CC2C(=O)Nc2cccnc2)cc1 (configuration not stated)	0.2	-2.2	-1.9	-2.6	0.2	2.0	-4.0	1.5	-0.2
CCn1cc(/C=C(\NC(=O)c2ccccc2F)C(=O)NCCCN2CCOCC2)c2ccccc21	-2.3	-2.4	3.8	9.1	4.0	0.6	-3.7	-1.4	5.5
O=C(OCC(=O)N1CCOCC1)c1cccc(S(=O)(=O)Nc2ccc(F)cc2)c1	1.7	-2.5	·	-0.8	·	3.7	·	-1.9	5.6
O=C(Nc1ccccc1F)c1ccc(Br)o1	0.7	1.4	0.3	2.0	-7.8	-1.9	0.9	-2.5	-5.6
COc1ccc(CC(=O)N[C@@H](C)C(=O)N2CCC3(CC2)NCCc2[nH]cnc23)cc1	-1.0	-3.5	-0.1	0.3	2.7	-1.8	-3.8	1.9	-8.2

Structures shown so far with fluorine:
SMILES	PP5 inh	PP1 inh	Fh CTSL1 inh	AHR activator	HCV core dimer	procasp3 activ	TPT1 inhibitor	PAFAH2 FP inh	proCasp7 act
CC(C)C(NS(=O)(=O)c1ccc2c(c1)oc(=O)n2C)C(=O)N1CCN(c2ccccc2F)CC1 (configuration not stated)	1.5	-2.4	6.9	-1.1	8.2	7.6	-1.6	-0.1	-10.1
CCCC(C(=O)NC(C)(C)C)N(CC1CCCO1)C(=O)CNS(=O)(=O)c1ccc(F)cc1 (configuration not stated)	2.4	5.9	-0.6	-0.3	1.6	3.0	-0.5	14.6	0.6
O=C(N/N=C/c1c(F)c(F)c(F)c(F)c1F)c1ccc(Cn2cc(Br)cn2)o1	3.2	-1.1	5.2	5.5	11.9	4.1	-4.8	5.3	3.6
O=C(O)c1ccc(COCC(F)(F)C(F)F)o1	0.4	-1.5	-2.8	2.5	0.1	-0.9	-1.2	9.1	5.2
O=C(CNS(=O)(=O)c1cccc(F)c1)OCC(=O)N1CCCC1=O	5.7	1.7	·	0.3	·	-1.1	·	1.8	-7.4
CCn1cc(/C=C(\NC(=O)c2ccccc2F)C(=O)NCCCN2CCOCC2)c2ccccc21	-2.3	-2.4	3.8	9.1	4.0	0.6	-3.7	-1.4	5.5
O=C(OCC(=O)N1CCOCC1)c1cccc(S(=O)(=O)Nc2ccc(F)cc2)c1	1.7	-2.5	·	-0.8	·	3.7	·	-1.9	5.6
O=C(Nc1ccccc1F)c1ccc(Br)o1	0.7	1.4	0.3	2.0	-7.8	-1.9	0.9	-2.5	-5.6
